RGS4-Gao reg = modulates binding of RGS4 to human Galphao | P09471 | Multiplexed bead flow cytometry; actives lie on both sides | binding response (% of control), % at 10 µM | 0.33% of 220,000 active | AID 1415; in the data active means binding response below about 49% or above about 150%; inactive means in between;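 further: fluorescent Galphao activated with aluminum fluoride binding bead-coupled RGS4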
Target sequence (P09471 whole entry, looked up): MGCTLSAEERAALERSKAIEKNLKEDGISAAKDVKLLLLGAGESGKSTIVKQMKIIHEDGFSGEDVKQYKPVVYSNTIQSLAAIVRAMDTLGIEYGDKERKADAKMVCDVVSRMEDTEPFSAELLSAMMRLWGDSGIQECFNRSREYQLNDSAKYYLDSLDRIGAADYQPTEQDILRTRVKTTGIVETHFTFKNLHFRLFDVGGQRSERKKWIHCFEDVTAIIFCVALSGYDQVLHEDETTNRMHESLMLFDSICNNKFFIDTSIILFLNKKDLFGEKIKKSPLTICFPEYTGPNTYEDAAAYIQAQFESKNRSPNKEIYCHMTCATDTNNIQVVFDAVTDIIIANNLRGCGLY
ABCB1 inh = blocks JC-1 efflux by human ABCB1 transporter | inhibition, % at 6.6 µM | CCRF-Adr cells, flow cytometry | 0.067% of 190,000 active | AID 1326; in the data active means inhibition above about 40%;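 further: 0% = vehicle and 100% = reference inhibitor; higher value means more JC-1 retained so stronger ABCB1 efflux block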
Avidin bead fluor = compound fluoresces at 488/530 nm on avidin beads; compound fluorescence 488/530 nm, flow cytometry; active compounds read high; fluorescence (KMESF) at 10 µM; 0.38% of 220,000 active; AID 1775; in the data active means fluorescence above about 47; further: inactives centre near 10
Mcl-1 Bim block = disrupts Bim peptide binding to human Mcl-1; Bead-based flow cytometry, Bim peptide-Mcl-1 binding; inhibition, % at 10 µM; 0.1% of 190,000 active; in the data active means inhibition above about 40%;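 further: 0% = no compound tracer wells and 100% = peptide blocker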
Target sequence (Q07820 whole entry, looked up): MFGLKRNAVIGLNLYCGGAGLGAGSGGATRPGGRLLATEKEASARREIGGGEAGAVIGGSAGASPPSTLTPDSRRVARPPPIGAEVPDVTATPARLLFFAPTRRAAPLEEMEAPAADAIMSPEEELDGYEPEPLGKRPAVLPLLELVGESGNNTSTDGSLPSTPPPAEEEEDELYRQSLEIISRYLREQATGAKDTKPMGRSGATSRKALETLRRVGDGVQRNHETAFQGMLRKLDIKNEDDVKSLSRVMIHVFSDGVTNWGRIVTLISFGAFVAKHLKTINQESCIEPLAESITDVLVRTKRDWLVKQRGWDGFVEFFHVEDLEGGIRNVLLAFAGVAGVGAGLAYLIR
RGS8-Gao reg = modulates binding of RGS8 to human Galphao | P09471 | multiplexed bead flow cytometry; actives lie on both sides | response (percent of control binding), % at 10 µM | 0.34% of 220,000 active | AID 1423; in the data active means response below about 60% or above about 140%; inactive means in between;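 further: Galphao activated as the GDP aluminium fluoride complex binding bead-coupled RGS8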
Pf gamet viab = inhibitors of late stage P. falciparum gametocyte viability. inhibition, % at 10.9 µM. 0.065% of 150,000 active. P. falciparum stage V gametocytes, ATP luminescence, 24 h;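 active means inhibition above the mean plus 3 SD of compounds within the control limits, set per campaign, cut at about 38% in these data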;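 further: 0% = DMSO wells and 100% = medium only without gametocytes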
Mcl1-Noxa inh = Mcl-1/Noxa interaction inhibition | Q07820 | TR-FRET Mcl-1/Noxa peptide binding, 2 h | inhibition, % at 21.7 µM | 1.5% of 220,000 active;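 active means compounds that cut the protein-peptide binding signal by more than 50% relative to plate controls in a single-dose test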;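 further: His-tagged Mcl-1 with rhodamine Noxa BH3 peptide and terbium anti-His antibody; 0% = Mcl-1 plus Noxa peptide wells and 100% = peptide-only wells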
RGS7-Gao = regulators of human RGS7-Galphao interaction | P09471 | Multiplexed bead flow cytometry, RGS7-Galphao binding; actives lie on both sides | binding response (% of control), % at 10 µM | 0.35% of 220,000 active | AID 1439; in the data active means binding response below about 49% or above about 150%; inconclusive means no clear call, values can overlap the other calls; inactive means in between;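 further: fluorescent Galphao held in activated GDP-AlF4 state binding bead-coupled RGS7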
GSH fluor = compound fluoresces at 488/530 nm on GSH beads. 0.25% of 190,000 active. GSH beads flow cytometry, compound fluorescence 488/530 nm; active compounds read high. fluorescence (KMESF) at 10 µM; in the data active means fluorescence above about 89;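 further: glutathione beads carrying GST-tagged Bcl family fusion proteins plus one bare bead set; values are compound well signal with DMSO vehicle wells as background; inactives centre near 16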
ABCG2 block = inhibitors of human ABCG2 transporter, ABCB1 counter-screen; Q9UNQ0; IgMXP3 cells, JC-1 efflux, flow cytometry; inhibition, % at 6.6 µM; 0.1% of 190,000 active;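 active means inhibition above 80%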;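 further: 0% = DMSO and 100% = nicardipine control wells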
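Incubation: cells with compound and JC-1, 10 min at 25 °C, rotating, no wash / Test system: IgMXP3 (ABCG2) plus far-red-tagged CCRF-Adr (ABCB1) cells / Compound dosing: one concentration, 6.6 µM final / Also added: JC-1 fluorescent substrate / Evaluation: efflux inhibition in percent versus controls / Detection: flow cytometry, 530 nm JC-1 signal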
Mcl1-Bid inh = disrupts binding of human Mcl-1 to Bid peptide; Q07820; TR-FRET Mcl-1/Bid-Dy647 peptide binding, 1536-well; inhibition, % at 21.7 µM; 0.97% of 220,000 active;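 active means compounds that cut the binding signal by more than half at the single screening dose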;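 further: His-tagged Mcl-1 with europium anti-His antibody binding Bid BH3 peptide; 0% = Mcl-1 plus peptide wells and 100% = peptide-only wells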
The depositor's hits bear a star; u = inconclusive; x = not tested or not shown.

SMILES	RGS4-Gao reg	ABCB1 inh	Avidin bead fluor	Mcl-1 Bim block	RGS8-Gao reg	Pf gamet viab	Mcl1-Noxa inh	RGS7-Gao	GSH fluor	ABCG2 block	Mcl1-Bid inh
O[C@@H]1C2CCCC1[C@]1(O)CCCCC1C2 (stereo not given in full)	102	-0.2	11	2	102	-7	x	101	33	-1	x
O=C(N/N=C\c1cc(Br)ccc1O)c1ccc(S(=O)(=O)N2CCCCC2)cc1	90	-0.5	7	0	95	-8	11	93	5	-2	-38
Cc1ccc(/C=C/C(=O)NC2=NCCS2)cc1	111	0.4	13	0	106	-2	28	113	20	18	9
CSc1ccc(NC(=O)NCCN2CCc3ccccc3C2)cc1	100	0.4	7	0	98	x	15	101	19	2	-21
Cc1ccc(S(=O)(=O)N2CC(=NO)C2)cc1	102	1.3	7	0	104	-5	-4	101	51	5	5
CCOC(=O)C(=O)Nc1nc(-c2ccccc2)c(CC)s1	105	0.6	8	2	102	x	-4	106	47	3	0
Cn1c(C(=O)NCCCN2CCN(c3ccccc3F)CC2)cc2c(=O)n(C)c3ccccc3c21	104	5.7	9	-1	102	x	23	101	22	6	-20
COc1ccc(C(N)=O)cc1NC(=O)c1cccc(F)c1	96	0.1	8	-1	99	x	-6	98	16	0	-5
COc1ccc(N(CC(=O)NCc2ccccc2)S(=O)(=O)c2c(C)noc2C)cc1	98	2.2	14	2	101	0	-6	99	15	3	-34
COc1ccc(C2CC(c3cccs3)n3nc(N)nc3N2)cc1 (stereo not given)	102	1.0	23	-2	98	x	1	102	15	9	-10
COc1ccc(-c2nc(CS(=O)CC(=O)NCC3CCCO3)c(C)o2)cc1 (stereo not given)	105	0.4	6	0	102	x	5	106	23	1	-19
O=c1c(Cl)c(N2CCNCC2)cnn1C12CC3CC(CC(C3)C1)C2	98	0.3	12	-6	101	x	-6	99	9	1	-2
Cn1c(=O)c2c(SC3CCCC3)nc(C3CC3)nc2n(C)c1=O	101	1.1	6	-1	102	x	13	105	24	7	-1
CC1(C)Cc2c(ccc3ccccc23)C(NNC(=O)c2cccnc2)=N1	105	0.7	9	3	112	-1	15	108	15	6	-10
COc1ccc2[nH]c(=O)c(C(c3nnnn3C3CCCCC3)N3CCN(C)CC3)cc2c1 (stereo not given)	106	-0.2	23	-9	125	12	6	103	22	6	-6
c1ccc(C(c2nnnn2Cc2ccco2)N2CCN(c3nc4ccccc4s3)CC2)cc1 (stereo not given)	109	1.3	4	-5	107	x	8	105	15	1	11
Cc1cccc(N=C2NC(=O)S/C2=C\c2ccco2)c1	89	-0.8	6	0	77	-18	35	75	14	-3	4
O=Cc1c(F)cccc1N1CCCC1	100	1.1	9	-2	99	9	7	106	17	7	-7
Cc1cccc(CCNS(=O)(=O)c2ccc(S(=O)(=O)N3CCCCC3)cc2)c1	89	0.9	29	-1	93	x	0	91	18	3	-1
CC(C)[C@@H](CO)NC(=O)c1ccc2c3n(nc2c1)-c1ccccc1CO3	101	x	9	x	100	x	7	u	x	x	-62
c1ccc2c(-c3c[nH]c4ccccc34)c3ccccc3nc2c1	99	1.5	11	0	101	0	22	99	35	24	31
COc1ccccc1Nc1ccc(C(=O)O)cc1[N+](=O)[O-]	106	1.0	11	0	108	x	6	104	16	21	-9
COC(=O)CC(N)c1ccc(Br)cc1 (stereo not given)	100	0.0	11	0	98	22	13	u	12	0	5
CCn1cc(/C=C2/SC(=S)NC2=O)c(C)n1	102	0.1	3	-1	104	4	12	101	11	13	-1
CN(C(=O)COC(=O)c1ccc2c(c1)OCO2)C1CCS(=O)(=O)C1 (stereo not given)	104	0.2	39	4	106	x	9	102	13	1	-4
Cc1cc(C)nc(N/N=C/c2ccccc2OCc2ccc(Br)cc2)n1	117	1.3	15	-7	114	-66	19	115	9	15	-8
O=C(NC1CCCCC1)Oc1cc2oc(=O)sc2cc1Br	99	x	8	x	96	-15	26	u	x	x	-51
N#CC1=C(N)Oc2n[nH]c(-c3cccs3)c2C1c1ccco1 (stereo not given)	100	-0.6	10	2	102	x	8	99	28	-5	-29
CN=c1scc(-c2ccc(OC)cc2)n1/N=C(\C)c1cccnc1	91	-2.0	7	-3	99	-12	15	97	16	32	-40
O=C(O)CCC(=O)NCc1ccc(C(=O)O)cc1	97	0.2	17	-3	97	x	-2	105	12	0	-6
COc1ccc(/C=C/C(=O)Nc2ccncc2)cc1OC	100	0.8	24	-1	99	-2	3	102	55	4	-19
O=S(=O)(c1cccc(-c2csc(-c3cccnc3)n2)c1)N1CCOCC1	101	x	8	x	100	2	-6	u	x	x	-13
CC(=O)c1c(C)[nH]c(C(=O)Nc2ccccc2N2CCOCC2)c1C	99	1.4	11	-3	100	3	12	96	24	6	-16
CCOC(=O)C1=C(N)OC2=C(C(=O)CC(C)(C)C2)C1c1ccoc1 (stereo not given)	97	0.1	12	-1	101	x	2	103	25	0	-38
COc1ccc(NC(=O)c2ccc3c(c2)n(C)c(=O)n3C)cc1	94	1.5	2	-4	100	x	-4	104	12	10	-5
CN(c1ccc(C(=O)NCc2cccs2)cc1)S(=O)(=O)c1ccccc1	101	2.1	10	-1	100	8	5	96	15	24	-20

3 of the entries above in order of their number in RGS4-Gao reg, largest number first:
smiles	RGS4-Gao reg
CN(C(=O)COC(=O)c1ccc2c(c1)OCO2)C1CCS(=O)(=O)C1 (stereo not given)	104
COc1ccc(/C=C/C(=O)Nc2ccncc2)cc1OC	100
CCOC(=O)C1=C(N)OC2=C(C(=O)CC(C)(C)C2)C1c1ccoc1 (stereo not given)	97

The list goes on:
SMILES	RGS4-Gao reg	ABCB1 inh	Avidin bead fluor	Mcl-1 Bim block	RGS8-Gao reg	Pf gamet viab	Mcl1-Noxa inh	RGS7-Gao	GSH fluor	ABCG2 block	Mcl1-Bid inh
CCOc1c(Cl)cc(C(=O)Nc2ccccc2-c2ccccc2)cc1Cl	96	0.9	25	-6	100	x	-5	97	9	6	-27
O=C1CSCN1c1ccc(Cl)c(Cl)c1	102	0.3	6	1	103	-13	6	106	10	0	-30
Cc1ccc(-c2csc(NC(=S)NC(=O)c3ccco3)n2)cc1	102	-3.7	11	-3	103	-3	18	102	20	-1	15
CC1(C)CC(=O)C2=C(C1)N(Cc1cccnc1)C(=O)C2(NC(=O)c1ccc(F)cc1)C(F)(F)F (stereo not given)	101	0.4	8	3	98	x	-7	99	15	3	-9
CC(NC(=O)c1cccs1)c1n[nH]c(=S)n1C (stereo not given)	101	-0.3	4	0	102	6	19	100	6	-2	-79
COC(=O)c1ccccc1NC(=O)Cc1nc(-c2ccccc2)sc1-c1ccc(C)cc1	106	-0.5	7	-13	101	17	-24	104	17	2	-81
CCOC(=O)CN1C(=O)S/C(=C/c2ccc3c(c2)n(C)c(=O)n3C)C1=O	85	1.1	4	-5	84	-17	13	84	9	20	-5
COc1cccc(N/C(SC)=C(/C#N)C(N)=O)c1	103	0.5	28	-5	103	x	29	104	25	46	-11
Cc1cc(C)c(C#N)c(SCc2c(F)cccc2[N+](=O)[O-])n1	101	4.7	5	-6	100	7	-7	102	9	92*	-1
Cn1cc(C(=O)N/N=C/c2cccc(O)c2)ccc1=O	105	0.0	9	4	99	6	0	97	22	-1	-31
CC(=O)Nc1ccc(CN2CCCC(CCC(=O)NCc3ccccc3F)C2)cc1 (stereo not given)	99	0.9	10	0	100	-4	0	u	12	5	-31
CCOc1ccc(-n2c(SCC(=O)c3c(N)n(C)c(=O)n(C)c3=O)nnc2-c2cccnc2)cc1	99	0.5	14	-3	102	8	16	98	5	20	-12
CN(C)CCCNC1=CC(=O)CC(c2ccccc2)C1 (stereo not given)	105	0.3	17	0	114	7	-17	103	9	1	-33
O=C(Nc1nccs1)c1cc(S(=O)(=O)N2CCOCC2)ccc1Cl	104	1.0	37	-4	106	x	3	110	12	-2	-24
O=C(Nc1cc(C(F)(F)F)ccc1N1CCCCC1)c1cccc([N+](=O)[O-])c1	101	0.8	9	-2	98	21	x	99	28	5	-4
CC(Cc1cccs1)NC(=O)NC1CCCCC1 (stereo not given)	99	0.5	7	-3	99	15	9	102	21	1	5
O=C(N/N=C\C=C\c1ccc2c(c1)OCO2)c1ccc(F)cc1	101	-2.4	8	-1	99	38	11	102	13	11	-6
Cc1ccc(NC(=O)c2csc3c2CCCC3)cc1	103	0.4	13	1	102	-22	18	u	14	9	-6
CN(Cc1ccccc1)S(=O)(=O)c1cccc(C(=O)O)c1	108	1.2	8	-2	106	16	-9	110	13	6	-26
Cc1ccc(C(=O)OCC(=O)Nc2ccccc2Sc2ccccc2)cc1C	97	2.0	13	-3	99	16	18	100	7	49	3
CC1S/C(=C(\C#N)C(=O)NCc2ccco2)N(Cc2ccco2)C1=O (stereo not given)	103	0.1	10	0	101	x	7	96	8	1	-3
COc1ccc(N(C(=O)Cn2nnc(-c3ccc(Cl)cc3)n2)C(C(=O)NCC2CCCO2)c2ccc(C)cc2)cc1 (stereo not given)	102	0.8	8	0	102	8	4	97	41	6	4
Cc1ccc(/C(O)=C2/C(=O)C(=O)N(CCCn3ccnc3)C2c2ccccn2)cc1 (stereo not given)	94	0.0	25	-4	97	x	-9	98	9	0	-107
COc1ccc(-c2ccnc(-c3ccncc3)n2)cc1	106	x	7	x	104	-5	-15	u	x	x	-8
COc1cc(C)nc(N2CCCC(C(=O)NCC(C)C)C2)n1 (stereo not given)	99	1.0	7	-3	101	-7	8	100	15	5	13
Cc1ccccc1S(=O)(=O)NNC(=O)C(=O)NNc1ccccn1	98	-0.6	15	-4	99	x	10	98	37	-4	-41
O=C(NCCO)c1cccc(Cl)c1	102	1.3	11	-1	101	x	9	101	22	4	-31
CCOC(=O)N1CCN(S(=O)(=O)c2cc(OCC(=O)NC3CCCCC3)c(C)cc2Cl)CC1	104	6.8	8	-2	101	-4	48	105	27	4	7
CC(=O)SC(C)CC(=O)Nc1ccccc1 (stereo not given)	105	-0.1	6	2	106	x	7	105	7	0	-19
COc1ccc(NC(=O)c2ccccc2NS(=O)(=O)c2ccc(C)cc2)c([N+](=O)[O-])c1	97	0.4	10	-6	100	-9	13	95	12	-1	7
Cc1nn(C)c(-c2n[nH]c(=S)n2-c2ccccc2)c1Cl	102	0.1	2	-2	107	x	40	104	8	2	-78
CCOc1cc(C2NC(=O)N(C)C(C)=C2C(=O)OC)cc(Br)c1O (stereo not given)	96	0.7	12	-4	96	x	x	97	33	3	-24
CCN1CCN(CC(O)COCC2COc3ccccc3O2)CC1 (stereo not given)	100	1.1	8	0	99	-14	7	u	15	2	11
COc1ccc(-c2csc(NC(=O)CSc3nc(SC)ns3)n2)cc1	102	-0.1	12	-1	99	-21	-8	103	16	-3	-17

Quoted from the results shown for reference:
SMILES	RGS4-Gao reg	ABCB1 inh	Avidin bead fluor	Mcl-1 Bim block	RGS8-Gao reg	Pf gamet viab	Mcl1-Noxa inh	RGS7-Gao	GSH fluor	ABCG2 block	Mcl1-Bid inh
CCN1CCN(CC(O)COCC2COc3ccccc3O2)CC1 (stereo not given)	100	1.1	8	0	99	-14	7	u	15	2	11
COc1ccc(-c2csc(NC(=O)CSc3nc(SC)ns3)n2)cc1	102	-0.1	12	-1	99	-21	-8	103	16	-3	-17

Bioassay records from PubChem BioAssay.
